PglD DTNB – blocks C. jejuni PglD acetyltransferase activity | inhibition, % at 12.5 µM | hit rate 0.098% among 360,000 | purified PglD enzyme, DTNB colorimetric CoA detection | AID 602405; in the data active = inhibition above about 16%, passing the limit was not always enough; inconclusive = no clear call, values can overlap the other calls; also: strong numbers were not always called active
S100A4 MyoIIA – blocks human S100A4 binding to myosin IIA peptide; P26447; S100A4/TAMRA-MyoIIA peptide fluorescence polarization; inhibition, % at 10.7 µM; hit rate 0.14% among 360,000; AID 652163;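 active = mean inhibition of at least 70% across replicates, with every replicate also reaching that level; inconclusive = mean inhibition reaches 70% but some replicates fall short; inactive = mean inhibition below 70%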
Target sequence (P26447 whole entry, looked up): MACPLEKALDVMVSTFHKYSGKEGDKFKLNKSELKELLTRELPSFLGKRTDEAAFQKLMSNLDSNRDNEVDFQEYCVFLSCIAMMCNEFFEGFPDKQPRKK
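Test system: S100A4 monomer protein; Medium: HEPES pH 7.2 with CaCl2, KCl, NaCl, DTT, Triton; Probe or stimulus: TAMRA-labelled myosin IIA heavy-chain peptide probe, 5 nM; Doses: one dose per compound; Times: polarization read 5 min after assay mix addition, stable 5–60 min; Benchmarks: neutral control DMSO, positive control TFP.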
SIRT5 block – inhibitors of human sirtuin-5 desuccinylase. Q9NXA8. Purified SirT5, succinyl-peptide AMC, trypsin-coupled fluorescence. inhibition, % at 15 µM. hit rate 1.1% among 330,000. AID 652115; in the data active = inhibition above about 15%; inconclusive = no clear call, values can overlap the other calls
Target sequence (Q9NXA8 whole entry, looked up): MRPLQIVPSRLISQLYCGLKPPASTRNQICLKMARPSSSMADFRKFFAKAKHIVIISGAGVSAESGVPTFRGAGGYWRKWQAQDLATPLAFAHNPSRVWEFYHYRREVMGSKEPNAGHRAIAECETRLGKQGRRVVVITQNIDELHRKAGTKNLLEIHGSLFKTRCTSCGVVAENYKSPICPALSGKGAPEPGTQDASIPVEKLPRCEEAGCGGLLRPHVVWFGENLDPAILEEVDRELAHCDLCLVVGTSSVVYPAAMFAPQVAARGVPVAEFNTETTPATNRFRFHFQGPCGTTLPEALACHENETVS
DENV2 CPE – inhibitors of DENV2 cytopathic effect; hit rate 1.7% among 350,000; DENV2-infected cells, cytopathic effect rescue, plate reader; CPE inhibition, % at 9.99 µM; in the data active = CPE inhibition above about 20%, passing the limit was not always enough; inconclusive = no clear call, values can overlap the other calls; tested in BHK-21 cells;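 also: 0% = median of neutral control wells and 100% = median of positive control wells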
C2C12 statin – suppression of simvastatin myotoxicity. hit rate 0.78% among 330,000. C2C12 myotubes + simvastatin, ATP luminescence, 48 h; scaled: DMSO 0, geranylgeraniol control 100. rescue of ATP level, % at 7.49 µM. AID 602340;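 active = mean ATP rescue above about 67%, or every replicate alone reaching that limit, limit read from the data, passing the limit was not always enough; inconclusive = no clear call, values can overlap the other calls; inactive = mean under the limit and some replicate under it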;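 also: myotubes were challenged with 10 µM simvastatin during compound exposure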
ERp5 inh – inhibitors of human ERp5; ERp5 insulin aggregation, absorbance 650 nm, 90 min; hit rate 0.05% among 350,000; Q15084; AID 651711; inhibition, % at 9.99 µM;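 active = mean replicate inhibition above about 25%, with every replicate also reaching it, limit read from the data, passing the limit was not always enough; inconclusive = only one of those two criteria met; inactive = neither criterion met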
E-sel inducer – induces E-selectin expression in human endothelial cells | AID 686992 | activation, % at 7.58 µM | HUVEC E-selectin immunofluorescence imaging; normalized: neutral wells 0, TNF-alpha wells 100 | hit rate 0.37% among 260,000 | P16581;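 active = mean E-selectin-positive cell signal at least 10% of the positive control, reached in at least 60% of replicates, without over 20% cell loss; inconclusive = no rule given, readout overlaps actives, possibly toxicity-flagged; inactive = the rest, including those meeting only one limit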;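 also: in these data hits start at about 27%; measured in HUVEC primary endothelial cells; signal is the percent of cells scored E-selectin positive by PE staining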
Target sequence (P16581 whole entry, looked up): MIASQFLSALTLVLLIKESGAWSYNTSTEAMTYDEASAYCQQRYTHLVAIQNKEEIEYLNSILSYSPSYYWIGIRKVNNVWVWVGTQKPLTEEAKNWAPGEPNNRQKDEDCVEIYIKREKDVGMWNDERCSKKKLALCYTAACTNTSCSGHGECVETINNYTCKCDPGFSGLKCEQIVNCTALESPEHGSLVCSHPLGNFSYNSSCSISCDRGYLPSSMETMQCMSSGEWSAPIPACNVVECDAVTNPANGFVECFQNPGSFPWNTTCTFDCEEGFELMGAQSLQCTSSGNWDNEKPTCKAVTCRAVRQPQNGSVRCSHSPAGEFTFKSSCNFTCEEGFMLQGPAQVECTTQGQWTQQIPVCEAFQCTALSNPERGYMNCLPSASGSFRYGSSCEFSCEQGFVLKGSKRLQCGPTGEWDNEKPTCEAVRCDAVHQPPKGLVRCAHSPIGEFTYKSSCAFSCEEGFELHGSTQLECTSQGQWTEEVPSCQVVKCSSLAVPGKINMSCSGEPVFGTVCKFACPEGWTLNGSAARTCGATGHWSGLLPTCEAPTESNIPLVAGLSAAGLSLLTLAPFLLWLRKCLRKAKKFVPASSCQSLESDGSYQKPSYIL
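Test system: HUVEC | Signal: Immunofluorescence imaging | Read-out: Percent E-selectin-positive cells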
* marks the source's active call; other numbers are inactive results; ? = inconclusive; · = not tested or not shown.

Start of the data: the first 3 compounds (preview)
Under each structure: PglD DTNB	S100A4 MyoIIA	SIRT5 block	DENV2 CPE	C2C12 statin	ERp5 inh	E-sel inducer
COc1ccccc1CNC(=O)C[C@@H]1C[C@H]2c3cc(N(C)C)ccc3O[C@H]2[C@@H](CO)O1
  2	4	1	47*	-4	-7	0.2
CN(CC(=O)N1CC=C(c2ccccc2)CC1)S(=O)(=O)c1ccc2c(c1)c(=O)n(C)c(=O)n2C
  -1	0	-1	-3	-2	5	-0.8
COc1ccc(CNC(=O)CCSCc2ccccc2Cl)c(OC)c1
  ·	1	-3	-3	·	-3	·

All compounds of this part, from the start:
Under each structure: PglD DTNB	S100A4 MyoIIA	SIRT5 block	DENV2 CPE	C2C12 statin	ERp5 inh	E-sel inducer
COc1ccccc1CNC(=O)C[C@@H]1C[C@H]2c3cc(N(C)C)ccc3O[C@H]2[C@@H](CO)O1
  2	4	1	47*	-4	-7	0.2
CN(CC(=O)N1CC=C(c2ccccc2)CC1)S(=O)(=O)c1ccc2c(c1)c(=O)n(C)c(=O)n2C
  -1	0	-1	-3	-2	5	-0.8
COc1ccc(CNC(=O)CCSCc2ccccc2Cl)c(OC)c1
  ·	1	-3	-3	·	-3	·
CCN(CC)CCOC(=O)c1ccc(N/C=C(/C#N)c2nc(-c3ccc(OC)cc3)cs2)cc1
  ·	-13	-7	-17	·	9	-0.1
CCOc1ccc(N2CC(C(=O)NCCCc3ccccc3)CC2=O)cc1 (stereo not drawn)
  -1	9	-1	-13	9	·	0.6
O=C(NCc1ccccc1)c1nc[nH]c1C(=O)NCc1ccccc1
  1	8	0	14	9	-1	·
COc1ccc(NC(=O)[C@H](C)NC(N)=O)cc1S(=O)(=O)Nc1cc(C)ccc1Br
  -6	3	16*	2	12	-9	0.0
CO[C@@H]1CN(C)C(=O)c2ccc(NC(=O)c3ccc4c(c3)OCO4)cc2OC[C@@H](C)N(CCC(F)(F)F)C[C@@H]1C
  1	-10	11	5	34	-4	-0.2
Cc1ccc2[nH]c(=O)c3cc(C(=O)N(CCCOC(C)C)Cc4ccco4)sc3c2c1
  2	-4	0	-8	-6	1	·
O=C(c1cc(-c2ccccc2O)on1)N1CCOCC1
  -2	-6	2	-7	33	2	·
O=C(O)CSc1cc(C(=O)c2ccccc2O)cn2c(=O)c3c(-c4ccccc4)csc3nc12
  -5	-1	11	-3	-8	-6	-0.2
CCCCC(=O)Nc1cnc(NC(=O)c2ccco2)cc1C
  2	-2	1	-7	·	2	·
CCOCCc1nnc(NC(=O)CCS(=O)(=O)c2ccccc2)s1
  5	-1	-1	1	-9	-1	-0.3
CC1Oc2ccccc2C=C1/C=N/NC(=O)c1ccncc1 (stereo not drawn)
  ·	-12	0	5	·	-4	0.3
C[C@H](CO)N1C[C@H](C)[C@H](CN(C)C(=O)NC2CCCCC2)Oc2c(NS(=O)(=O)c3ccc(F)cc3)cccc2C1=O
  -2	7	·	-4	-10	1	-9.1

Under each structure: PglD DTNB	S100A4 MyoIIA	SIRT5 block	DENV2 CPE	C2C12 statin	ERp5 inh	E-sel inducer
CC1(C)CC(=O)C=C(c2ccc3ccccc3c2)C1
  1	4	·	8	0	-1	24
CC(=O)Nc1ccc(C2=NNC(=Nc3ccc(S(=O)(=O)N4CCOCC4)cc3)SC2)cc1
  6	-5	2	19	·	-8	·
COc1ccc(Cl)cc1NC(=S)NCc1ccc(S(N)(=O)=O)cc1
  ·	-4	2	-3	·	-2	-0.4
O=C1c2ccccc2C(=O)N1CC1=NCCc2ccccc21
  1	·	·	·	-13	·	0.2
Cc1noc(C)c1S(=O)(=O)N(C)C[C@@H]1Oc2c(NS(=O)(=O)c3cn(C)cn3)cccc2C(=O)N([C@H](C)CO)C[C@H]1C
  1	10	-1	-2	6	11	-0.1
C[C@H](CO)N1C[C@H](C)[C@@H](CN(C)Cc2ccncc2)OCCCC[C@H](C)Oc2ccc(NS(=O)(=O)c3cccs3)cc2C1=O
  0	1	-1	-2	·	5	-0.1
O=C(NCc1ccc(F)cc1)C1CCC(CNc2c(N3CCOCC3)c(=O)c2=O)CC1 (stereo not drawn)
  ·	-14	-2	7	3	-2	-0.2
COc1ccc(NC(=O)Nc2nc(C(N)CC(C)C)cs2)cc1 (stereo not drawn)
  0	-4	1	3	-23	3	9.5
O=C(Cc1ccc(O)cc1)NC1CCCCCC1
  1	-2	-1	5	22	3	·
O=Nc1c(O)[nH]c2ccc(Cl)c(Cl)c12
  -1	2	0	-1	10	4	-0.7
CC(C)CNc1nc(N)c([N+](=O)[O-])c(N2CCCCCC2)n1
  -3	-3	-1	11	25	1	·
Cc1c(C(=O)OC(C)C(=O)N(C)Cc2ccccc2)oc2ccccc12 (stereo not drawn)
  2	2	1	12	-4	-13	·
CCN(CC(=O)Nc1ccccc1C(F)(F)F)C(=O)c1cc2c(s1)CCCCC2
  ·	1	0	-3	·	-3	-0.2
O=C(c1cc2c(c(-c3cccc(-c4ccncc4)c3)n1)[C@@H](CCO)N(C(=O)c1ccc3c(c1)OCO3)C2)N1CCOCC1
  ·	-7	-2	-6	·	3	5.7
CC(C)CC1NC(C(=O)O)Cc2c1[nH]c1ccccc21 (stereo not drawn)
  9	-4	-2	3	3	2	·

Under each structure: PglD DTNB	S100A4 MyoIIA	SIRT5 block	DENV2 CPE	C2C12 statin	ERp5 inh	E-sel inducer
Cc1c(OC(C)C(=O)N[C@H](C(=O)O)c2ccccc2)ccc2c3c(c(=O)oc12)CCCC3 (stereo partly drawn)
  -1	-2	·	-3	-10	-2	·
CCCn1c(NCc2ccc3c(c2)OCO3)nc2ccccc21
  ·	2	0	5	34	4	·
CC1(C(=O)NS(=O)(=O)c2ccccc2Cl)CCN1C(=O)c1ccco1 (stereo not drawn)
  -11	5	·	22*	-1	2	0.1
O=C(NCC[C@H]1CC[C@H](NC(=O)C2CC2)[C@@H](CO)O1)c1cc(Cl)cc(Cl)c1
  30	-33	2	4	-2	2	-0.2
CN(C)CCCNC(=O)C[C@@H]1CC[C@@H](NS(=O)(=O)c2ccccc2)[C@H](CO)O1
  -1	-12	5	-8	-1	-2	-0.3
Cc1ccccc1OCCN1C(=O)c2ccccc2C1=O
  -3	2	1	-2	8	0	·
CN(C)CC(=O)Nc1ccc2c(c1)[C@H]1C[C@@H](CC(=O)N3CCN(C)CC3)O[C@@H](CO)[C@H]1O2
  3	-1	5	4	-2	0	0.2
N#Cc1ccc(C(=O)N(Cc2ccccc2)c2ccccc2)cc1
  1	-30	-17	5	17	3	·
O=C(CCCN1CCc2[nH]c3ccc(F)cc3c2C1)c1ccc(F)cc1
  -4	0	2	0	-1	6	·
CC(C)NC(=O)N[C@@H]1CC[C@@H](CC(=O)O)O[C@@H]1CO
  0	0	6	-4	-3	-11	-0.1
COC(=O)C1=CN(C(C)c2ccccc2)C=C(C(=O)OC)C1c1cc(OC)c(OC)c(OC)c1 (stereo not drawn)
  3	-2	-13	7	30	1	-0.1
NC(=O)c1ccc(NC(=O)COC(=O)c2cc3c(s2)CCC3)cc1
  -4	5	·	1	-5	5	0.0
COCC#Cc1ccc2c(c1)O[C@H](CN(C)Cc1ccncc1)[C@H](C)CN([C@H](C)CO)S2(=O)=O
  -2	2	-4	15	-1	0	-0.2
C/C(=N\n1c(C)nc2ccccc2c1=O)c1ccc(N)cc1
  11	1	1	2	9	4	0.1
CCN1CCN(c2ccc(NC(=O)c3ccc(C#N)cc3F)cc2Cl)CC1
  -3	-3	-1	-2	-7	2	0.0

Under each structure: PglD DTNB	S100A4 MyoIIA	SIRT5 block	DENV2 CPE	C2C12 statin	ERp5 inh	E-sel inducer
CN(CC(=O)Nc1ccc(Cl)cc1)C(=O)CN1C(=O)C2CCCCC2C1=O (stereo not drawn)
  -1	0	-4	6	2	1	0.0
Nn1c(SCC(=O)Nc2ccc(N3CCOCC3)cc2)nnc1C1CC1
  2	-5	-2	-4	0	-4	-0.4
COC(=O)c1c(-c2ccc(S(C)(=O)=O)cc2)sc2cc(OC)ccc12
  3	-1	-1	-8	-11	-3	·
O=C(c1ccccc1)C1CCN(CC(=O)N2CCN(c3ccccc3)CC2)CC1
  -1	-2	-1	5	0	4	·
O=C1c2ccccc2C(=O)N1Cc1cnc(N2CCN(c3ccccc3)CC2)s1
  ·	-5	-3	5	·	-2	0.3
Cc1ccc(CN2CC(=O)N3[C@H](CO)[C@@H](c4ccc(-c5ccccc5F)cc4)[C@@H]3C2)cc1
  ·	-5	4	11	·	-1	0.0
Cc1ccc(S(=O)(=O)N[C@@H]2CC[C@H](CC(=O)NCc3ccc(Cl)c(Cl)c3)O[C@@H]2CO)cc1
  -1	8	-1	-12	-1	2	-0.3
CCCCNC(=O)C[C@@H]1C[C@@]2(C(=O)OC)CCCCC=C2N(Cc2ccco2)C1=O
  ·	-2	-5	2	·	-2	·
COc1ccc(S(=O)(=O)Nc2ccc3c(c2)C(=O)N([C@H](C)CO)C[C@@H](C)[C@H](CN(C)S(=O)(=O)c2cccs2)O3)cc1
  3	-24	4	3	35	9	-0.1
CCn1ncc([C@@H]2C[C@H]3CN(Cc4cccc(Cl)c4)C(=O)[C@]34CCCN24)c1C
  ·	-8	-2	-4	·	2	·
N#Cc1ccc(C(=O)N2CCCCC2c2cc(C(=O)Nc3ccccc3Cl)no2)cc1 (stereo not drawn)
  -2	1	3	3	-3	1	3.1
CSc1nccc(N2CCN(c3ccc(F)cc3)CC2)n1
  7	-8	-5	-1	14	-1	·
Cc1cc(=O)oc2cc(OCC(=O)OCC(=O)Nc3ccccc3C(C)C)ccc12
  -7	-3	-7	?	·	3	·
Cc1ccc(S(=O)(=O)N(C)C[C@@H]2Oc3cc(-c4cccc(F)c4)ccc3S(=O)(=O)N([C@H](C)CO)C[C@@H]2C)cc1
  1	0	3	8	-49	2	-0.3
Cc1ccc(-c2onc3ccc(C4(C)OCCO4)cc23)cc1
  7	·	·	·	7	·	1.9

Under each structure: PglD DTNB	S100A4 MyoIIA	SIRT5 block	DENV2 CPE	C2C12 statin	ERp5 inh	E-sel inducer
Cc1ccc(NC(=O)CSc2ccccc2NC(=O)c2ccccc2)cc1Cl
  -1	7	-3	-2	-117	0	-1.9
Cc1ccc(S(=O)(=O)Cn2nnnc2C(c2ccc(F)cc2)N2CCC(C(N)=O)CC2)cc1 (stereo not drawn)
  -2	·	·	·	4	·	1.9
COc1ccc(NC(=O)C2CCC(CNS(=O)(=O)c3cccs3)CC2)cc1 (stereo not drawn)
  ·	-6	·	9	·	1	·
CC1(C(=O)NC2CCCC2)CCC(=O)N1C1CCN(Cc2ccccc2)CC1 (stereo not drawn)
  2	2	6	-6	-10	1	0.0
CC[C@H](C)[C@H]1CNC(=S)N1CC1CCN(CC2CCC(C)CC2)CC1 (stereo partly drawn)
  0	-21	-1	7	9	7	1.1
Cc1cc(=O)oc2c(C)c(OC(C)C(=O)NCCCn3ccnc3)ccc12 (stereo not drawn)
  2	-2	1	-3	-16	1	·
O=C(Cc1cccs1)NCc1cc(Cl)cc(Cl)c1
  -3	5	-5	-1	-7	1	-1.7
Cc1cn(C2OC(COC(=O)c3ccccc3)C(O)C2O)c(=O)[nH]c1=O (stereo not drawn)
  -1	1	-1	10	3	-1	·
COc1ccc2c(=O)c3c(=O)n(-c4ccccc4)c(-c4ccco4)nc3oc2c1
  ·	-3	-2	3	·	-7	0.1
COc1cc(C(=O)NCCC(=O)N2CCN(C)CC2)cc(OC)c1OC
  3	13	1	-1	6	1	-0.3
O=c1c(-c2cccs2)nc2ccccc2n1C(c1ccccn1)c1nc2ccccc2[nH]1 (stereo not drawn)
  ·	-4	0	3	·	1	9.0
COc1ccc(NC(=O)N(C)C[C@@H]2Oc3c(cccc3N(C)C)C(=O)N([C@H](C)CO)C[C@@H]2C)cc1
  1	14	-2	-9	12	5	·
COc1ccc(/C=C/c2ccc3c(Br)ccc(O)c3n2)cc1
  0	-1	-4	0	-15	4	0.1
CCCN(C)C1CN(Cc2cn(Cc3ccc(C(F)(F)F)cc3)nn2)S(=O)(=O)C1 (stereo not drawn)
  ·	-4	-5	?	·	-5	2.9

This is a subset; rates above refer to the full screens.
